High-throughput results: PubChem, several laboratories
eIF4E 4G PPI: blocks eIF4E binding to eIF4G; P63073+Q04637; TR-FRET eIF4E-eIF4GI(517-606) binding, 2 h; inhibition, % at 21.7 µM; hit rate 0.37% among 220,000; AID 782;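 note: 0% = full FRET control wells and 100% = background wells lacking eIF4GI fragment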
EBV gp42 block: inhibitors of Epstein-Barr virus glycoprotein 42 | Q1HVG2 | Fluorescence polarization binding assay, mP read-out | inhibition, % (tested at 21.74 µM) | hit rate 0.42% among 220,000 | AID 1085; in the data active = inhibition above about 50%
Target sequence (Q1HVG2 whole entry, looked up): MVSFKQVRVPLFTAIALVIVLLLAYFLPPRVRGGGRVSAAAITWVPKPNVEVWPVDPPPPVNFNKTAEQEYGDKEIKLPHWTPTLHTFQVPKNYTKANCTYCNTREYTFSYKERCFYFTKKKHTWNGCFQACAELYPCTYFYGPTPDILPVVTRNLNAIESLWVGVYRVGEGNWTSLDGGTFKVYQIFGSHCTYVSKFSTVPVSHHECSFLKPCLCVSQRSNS
Rad51 HR inh: Rad51 (human) homologous recombination inhibition. Q06609. hRad51 DNA strand exchange, fluorescence dequenching. inhibition, % at 10 µM. hit rate 0.085% among 200,000. AID 1385;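 active = inhibition above 40% at the single screening dose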;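 note: 0% = DMSO control wells and 100% = blanks with heterologous ssDNA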
Target sequence (Q06609 whole entry, looked up): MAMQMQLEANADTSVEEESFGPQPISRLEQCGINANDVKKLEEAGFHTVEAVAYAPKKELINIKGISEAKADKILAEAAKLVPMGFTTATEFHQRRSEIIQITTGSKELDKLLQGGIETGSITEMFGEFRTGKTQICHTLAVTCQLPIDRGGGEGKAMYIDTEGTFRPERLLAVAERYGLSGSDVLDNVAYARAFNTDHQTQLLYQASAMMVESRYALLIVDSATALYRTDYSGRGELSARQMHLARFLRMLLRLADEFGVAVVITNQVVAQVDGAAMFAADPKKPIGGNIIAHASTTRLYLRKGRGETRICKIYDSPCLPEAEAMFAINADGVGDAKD
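Test system: preformed human Rad51 ssDNA filaments. Compound dosing: single dose, 10 µM final compound. Incubation: filaments 15 min 37 °C, then compound 30 min. Technique: FRET fluorescence dequenching, excitation 485 nm, emission 520 nm. Read-out basis: percent inhibition from fluorescence, normalised to plate control and blank means. Benchmarks: plate controls and plate blanks.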
KCC2 mod: KCC2 (human) Cl- transport modulation; Q9H2X9; KCC2 cells, thallium flux FluoZin-2 fluorescence; B-score of Tl+ flux slope (higher = more flux/activation; lower = inhibition) at 10 µM; hit rate 2.2% among 190,000; AID 1456;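 active = thallium flux slope and its plate-corrected score both differing from the plate sample mean at a set confidence after two filtering rounds, in either direction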;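 note: slope of fluorescence scaled to starting intensity during 10 to 20 s after thallium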
hK5 inh: kallikrein 5 (human) inhibition. inhibition, % at 5 µM. recombinant hK5, fluorogenic AMC substrate cleavage. AID 873. Q9Y337. hit rate 0.59% among 210,000;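 active = inhibition of 40% or more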;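 note: 0% = enzyme controls without compound and 100% = no-enzyme blanks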
14-3-3 Bad PPI: disrupts binding of bovine 14-3-3 zeta to phospho-Bad peptide. P63103. TR-FRET 14-3-3zeta/Dy647-pBad peptide displacement, 1 h. inhibition, % at 21.7 µM. hit rate 0.71% among 220,000;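 active = inhibition above about 70%, limit read from the data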;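 note: 0% = full 14-3-3 plus peptide FRET controls and 100% = background without 14-3-3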
Furin inh: inhibitors of human furin; inhibition, % at 30 µM; hit rate 0.061% among 220,000; P09958; purified furin, fluorogenic substrate cleavage; in the data active = inhibition above about 25%; note: inactives centre near -15
Thrombin inh: inhibitors of human thrombin; alpha-thrombin, Boc-VPR-AMC fluorogenic substrate cleavage; hit rate 0.26% among 220,000; inhibition, % at 5 µM;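 active = inhibition at or above 40%; inactive = inhibition below 40%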;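 note: 0% = enzyme with no compound and 100% = wells without enzyme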
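Material: human alpha-thrombin protein; Also added: Boc-VPR-AMC substrate, 15 µM final; Timing: enzyme reaction carried out at room temperature; Signal: fluorescence, ex 355 nm, em 460 nm; Measure: % inhibition of thrombin; Controls: enzyme without compound as high, wells lacking enzyme as low.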
p47phox inh: p47phox (human) inhibition. P14598. inhibition, % at 24.7 µM. hit rate 0.53% among 220,000. AID 1274. p47phox/p22phox peptide binding, fluorescence polarization, 2 h;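 note: 0% = p47phox with labelled peptide and 100% = labelled peptide alone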
Target sequence (P14598 whole entry, looked up): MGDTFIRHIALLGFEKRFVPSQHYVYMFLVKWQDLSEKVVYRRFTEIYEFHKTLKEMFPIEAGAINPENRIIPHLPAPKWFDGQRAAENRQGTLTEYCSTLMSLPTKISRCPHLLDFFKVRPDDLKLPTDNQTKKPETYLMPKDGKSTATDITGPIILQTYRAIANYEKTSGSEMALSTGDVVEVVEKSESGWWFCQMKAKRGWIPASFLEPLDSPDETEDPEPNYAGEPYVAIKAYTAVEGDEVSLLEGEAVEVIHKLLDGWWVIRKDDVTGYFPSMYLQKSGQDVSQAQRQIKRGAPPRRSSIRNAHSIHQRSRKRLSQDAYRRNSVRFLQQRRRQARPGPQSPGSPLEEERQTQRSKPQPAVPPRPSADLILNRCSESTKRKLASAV
Numbers without * were called inactive; · = not tested or not shown; [ ] = remark or other dose.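 Rule for the calls, unless noted: active = inhibition above about 30% (limit read from the data); inactive = the rest.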

Field names: A = eIF4E 4G PPI; B = EBV gp42 block; C = Rad51 HR inh; D = KCC2 mod; E = hK5 inh; F = 14-3-3 Bad PPI; G = Furin inh; H = Thrombin inh; I = p47phox inh
O=C(NNc1ccccc1)C(=O)NNS(=O)(=O)c1ccc([N+](=O)[O-])cc1
  A: -4	B: -3	C: 2	D: 0.12	E: -5	F: -8	G: -12	H: ·	I: -4
O=C(NCc1ccccc1)c1ccc(CN2CCOCC2)cc1
  A: -45	B: -4	C: -3	D: -0.12	E: 0	F: -4	G: -19	H: -7	I: 8
COc1ccc(NC(=O)Cn2c(=O)n(-c3ccc(CC(=O)NCc4ccco4)cc3)c(=O)c3ccccc32)cc1
  A: 2	B: -4	C: -2	D: 0.9	E: -6	F: -5	G: -12	H: -7	I: -5
COC(=O)[C@H](CCSC)NC(=O)NCCc1ccc(F)cc1
  A: 0[fluorescence artefact?]	B: 4	C: -2	D: 0.0065	E: 8	F: 4[fluorescence artefact?]	G: -28[20 µM]	H: 2	I: -4
O=C(COc1ccc(/C=N/NC(=O)C(=O)N2CCCCC2)cc1)Nc1ccccc1Cl
  A: 1	B: 15	C: -2	D: 0.072	E: 12	F: -9	G: -17	H: -4	I: 3
O=C(N/N=C\c1ccc2c(c1)OCO2)c1ccco1
  A: 1	B: -8	C: 3	D: -0.046	E: -7	F: -4	G: -6	H: -6	I: 0
CC1CC(=O)Nc2ccccc2N1C(=O)CN1CCN(c2ccccc2)CC1 (stereo not drawn)
  A: 0	B: -3	C: -2	D: 0.73	E: 19	F: -9	G: -24	H: -4	I: -37
CCn1nnnc1SCC(=O)c1ccc2c(c1)OCCO2
  A: 8	B: -14	C: ·	D: 0.14	E: 26	F: 8	G: -13[20 µM]	H: -2	I: -10
CCOc1cc(C2C(C(=O)N3CCCCC3)=C(C)NC3=C2C(=O)CCC3)cc(Br)c1O (stereo not drawn)
  A: 4	B: -10	C: 0	D: 0.58	E: -4	F: 3	G: -20[20 µM]	H: -1	I: -7
CCOc1ccccc1NC(=O)CN(C)S(=O)(=O)c1cccc2nsnc12
  A: -2	B: -17	C: -6	D: 0.44	E: 3	F: -7[fluorescence artefact?]	G: -12[20 µM]	H: 3	I: -10
COc1ccc(N(CC(=O)N/N=C(\C)c2cccs2)S(=O)(=O)c2ccccc2)cc1Cl
  A: -2	B: 2	C: 7	D: -0.21	E: -3	F: -8	G: -29	H: -28	I: -6
CCCCCCCCOC(=O)CCn1[nH]c(=O)c2ccccc2c1=O
  A: 7	B: -11	C: 6	D: -0.31	E: -16	F: 1	G: -22[20 µM]	H: 2	I: -22
Cc1cc(C(F)(F)F)nn1-c1nc(-c2ccco2)cc(C(F)(F)F)n1
  A: ·	B: -9	C: -3	D: ·	E: 6	F: ·	G: -6	H: 1	I: -5
CSc1ccccc1NC(=O)COC(=O)c1ccccc1O
  A: -3	B: -9	C: 7	D: 0.017	E: 0	F: -17	G: -10	H: -10	I: -7
N#CCCN(C(=O)c1ccco1)c1ccccc1
  A: -2	B: -10	C: -5	D: -0.016	E: -15	F: 6[fluorescence artefact?]	G: -24	H: 4	I: -11
O=C(N/N=C/c1ccc2ccccc2c1)c1ccc(COc2ccc3c(c2)CCC3)o1
  A: -10	B: -1	C: -2	D: 0.34	E: -22	F: 3	G: -12[20 µM]	H: 1	I: 4
COc1ccc(C2CC(c3ccc(C)cc3)Nc3nc(N)nn32)cc1 (stereo not drawn)
  A: -2	B: -6	C: -2	D: ·	E: 12	F: 6[fluorescence artefact?]	G: -8	H: -5	I: -2
Cc1cn(-c2ccc(Br)cc2)[nH]c1=O
  A: 0	B: -5	C: -6	D: ·	E: -2	F: -5	G: -18[20 µM]	H: 0	I: 0
Oc1c(N=Nc2ccccc2)sc2ccccc12
  A: 4	B: -34	C: -13	D: 2.2	E: 3	F: -2	G: 5	H: -3	I: -43
Cc1c(-c2nnc(-c3ccc(C(F)(F)F)cc3)o2)cnn1-c1ccccc1
  A: -7	B: -9	C: -6	D: -0.61	E: -22	F: 1[fluorescence artefact?]	G: -10[20 µM]	H: -1	I: 0
COc1ccc(CNC(=O)c2c(-c3cc(Cl)c(OC)c(Cl)c3)noc2C)cc1
  A: 0	B: -4	C: 1	D: -0.051	E: -11	F: 2	G: -34	H: -2	I: -4
Cc1ccc(COc2ccsc2C(=O)NN)cc1
  A: -1	B: 1	C: -2	D: -3.1	E: 2	F: -8	G: 1	H: -2	I: 3
COc1cc(OC)c(OC)cc1/C=N/NC(=O)C[n+]1ccccc1
  A: 3	B: -3	C: 0	D: 0.36	E: -4	F: -3	G: -1	H: -9	I: 1
Fc1ccc(C(c2nnnn2Cc2cccs2)N2CCN(C3CCCCC3)CC2)cc1 (stereo not drawn)
  A: 0	B: -12	C: -8	D: 0.29	E: 1	F: -9	G: -23	H: 0	I: -12
COc1ccc(-c2nc(N)n[nH]2)cc1
  A: 6	B: -13	C: 3	D: 1.1	E: 4	F: -2	G: -25[20 µM]	H: 6	I: -15
Cc1ccc(-c2nn(-c3ccccc3)cc2C=O)o1
  A: -3	B: -5	C: -8	D: 0.69	E: 1	F: -3	G: -20	H: 0	I: -8
Cc1ccsc1C(C(=O)NC1CCCCC1)N(C(=O)Cc1cccs1)C1CC1 (stereo not drawn)
  A: -2[fluorescence artefact?]	B: -24	C: -3	D: 0.84	E: -1	F: 13	G: -5[20 µM]	H: 4	I: -3
O=C1Nc2ccc(S(=O)(=O)NCC3CCCO3)c3cccc1c23 (stereo not drawn)
  A: 5	B: 0	C: ·	D: -0.16	E: ·	F: 6	G: -26	H: -7	I: 3
CC(C)C(=O)Nc1ccc(S(=O)(=O)Nc2ccccn2)cc1
  A: 5	B: -19	C: 0	D: 0.16	E: 12	F: -1	G: -21	H: -1	I: 4
COC(=O)Cc1cc(=O)n(-c2nc3ccccc3[nH]2)[nH]1
  A: -4	B: -17	C: 6	D: ·	E: -12	F: 3	G: -26	H: -4	I: -6
COC(=O)COc1ccc(-c2nn(C)c(=O)c3ccccc23)cc1
  A: 2	B: -12	C: 4	D: -2	E: -1	F: -3	G: -6[20 µM]	H: 0	I: -1
CC(=O)C1C(c2ccccc2OC(F)F)NC(=O)NC1(O)C(F)(F)F (stereo not drawn)
  A: -7	B: 11	C: ·	D: -1.4	E: 26	F: -8	G: -6	H: -4	I: 0
CCCCOc1ccccc1/C=N/NC(=O)CC#N
  A: 1	B: -3	C: -10	D: 0.66	E: -4	F: 0	G: -21	H: -20	I: 2
Cc1cc(Cl)ccc1NNC(=O)c1c(C)noc1C
  A: -2	B: -7	C: 10	D: 0.23	E: 3	F: -5	G: -16	H: 3	I: 6
CCCCCCCC(=O)NNC(=O)Cc1ccccc1
  A: -5	B: -8	C: 8	D: -0.0081	E: -16	F: 1	G: -23	H: -10	I: 3
COc1ccccc1N1CCN(CC(=O)c2c(C)n(C)c3ccccc23)CC1
  A: -4	B: -10	C: 3	D: 0.019	E: 0	F: -7[fluorescence artefact?]	G: -22	H: -2	I: -7
Cc1ccc2nc(-c3ccc(N4C(=O)CC(N5CCN(CCO)CC5)C4=O)cc3)sc2c1 (stereo not drawn)
  A: 22	B: -2	C: 5	D: 0.2	E: -17	F: 4	G: -23	H: -11	I: -7
CO/N=C(/CS(=O)c1ccc(Br)cc1)c1ccc(OC)cc1 (stereo not drawn)
  A: 3	B: -12	C: -3	D: 0.62	E: 1	F: 6	G: -14[20 µM]	H: 0	I: 2
CCCCn1c2c(c(=N)c3ccccc31)CCC2
  A: 5	B: -70	C: 32	D: -1.2	E: 2	F: 34	G: -9	H: 3	I: 4
Cc1ccc(S(=O)(=O)N2CCC(=O)N(C(COCc3ccccc3)C(C)C)CC2)cc1 (stereo not drawn)
  A: -1[fluorescence artefact?]	B: 0	C: 5	D: -0.97	E: -11	F: -1[fluorescence artefact?]	G: -12	H: -8	I: -3
Cc1oc(-c2ccc(Cl)cc2)nc1CN1CCC(C(=O)NCCCN2CCOCC2)CC1
  A: 4	B: 4	C: 1	D: 0.14	E: 6	F: -1	G: -25	H: 11	I: -12
CC(C)(C)C1CCC(OCC(O)CN2CCN(Cc3ccccc3)CC2)CC1 (stereo not drawn)
  A: 1	B: -21	C: -3	D: -0.055	E: -6	F: 35[fluorescence artefact?]	G: -7	H: -7	I: -1
O=C(Nc1nnc(-c2ccncc2)o1)C1CCCCC1
  A: 3	B: -19	C: -11	D: -0.2	E: -6	F: 0	G: -20	H: -7	I: -1
CCN(C(=O)CN1CCN(c2ccc(O)cc2)CC1)c1c(N)n(Cc2ccccc2)c(=O)[nH]c1=O
  A: 4	B: 1	C: -2	D: 1.2	E: 10	F: 9[fluorescence artefact?]	G: -1	H: 0	I: 4
COc1cc([N+](=O)[O-])ccc1NC(=O)COC(=O)C=C(C)C
  A: 7	B: -17	C: 0	D: 0.065	E: 4	F: 41	G: -22	H: -18	I: -4
CSCCC(NS(=O)(=O)c1ccc2c(c1)OCCO2)C(=O)NCCc1ccccn1 (stereo not drawn)
  A: 3	B: -8	C: 3	D: ·	E: -1	F: -1	G: -16	H: -8	I: -8
Cn1c(=O)n(C)c2cc([N+](=O)[O-])c(N3CCN(C(=O)c4ccc(F)cc4)CC3)cc21
  A: 0	B: -6	C: 2	D: -0.23	E: 3	F: -3	G: -15	H: 1	I: 1
COC(=O)C(Cc1ccccc1)NC(=O)C12CC3CC(CC(C3)C1)C2 (stereo not drawn)
  A: -4	B: -15	C: 5	D: -0.72	E: -13	F: 6	G: -25	H: -7	I: -4
N#C/C(=C(/O)CCl)c1nnc2n1CCCCC2
  A: 0	B: -12	C: -8	D: 0.66	E: 1	F: 5	G: 6	H: -8	I: -6
Cc1cccc(C)c1N1CCN(C(=O)N2CCOCC2)CC1
  A: 4	B: -16	C: 0	D: 0.17	E: 6	F: -8	G: -5	H: 2	I: -10
Cc1ccc(C)c(NC(=O)CCC(=O)N/N=C/c2cc([N+](=O)[O-])ccc2O)c1
  A: 17	B: 0	C: -4	D: -2.7	E: -1	F: -13	G: -17	H: -5	I: -2
CCOc1cc(Br)ccc1S(=O)(=O)N1CCC(C(N)=O)CC1
  A: 7	B: 13	C: 9	D: 0.24	E: -16	F: -4	G: -14	H: -6	I: -5
O=C(/C=N/O)NCCCn1ccnc1
  A: 2	B: -10	C: 3	D: ·	E: 3	F: -6	G: -16	H: -1	I: -9

8 entries from above, with two lines to a compound.
Second line of a record: eIF4E 4G PPI | EBV gp42 block | Rad51 HR inh | KCC2 mod | hK5 inh | 14-3-3 Bad PPI | Furin inh | Thrombin inh | p47phox inh
CC(C)C(=O)Nc1ccc(S(=O)(=O)Nc2ccccn2)cc1
  5 | -19 | 0 | 0.16 | 12 | -1 | -21 | -1 | 4
COC(=O)Cc1cc(=O)n(-c2nc3ccccc3[nH]2)[nH]1
  -4 | -17 | 6 | · | -12 | 3 | -26 | -4 | -6
COC(=O)COc1ccc(-c2nn(C)c(=O)c3ccccc23)cc1
  2 | -12 | 4 | -2 | -1 | -3 | -6[20 µM] | 0 | -1
CC(=O)C1C(c2ccccc2OC(F)F)NC(=O)NC1(O)C(F)(F)F (stereo not drawn)
  -7 | 11 | · | -1.4 | 26 | -8 | -6 | -4 | 0
CCCCOc1ccccc1/C=N/NC(=O)CC#N
  1 | -3 | -10 | 0.66 | -4 | 0 | -21 | -20 | 2
Cc1cc(Cl)ccc1NNC(=O)c1c(C)noc1C
  -2 | -7 | 10 | 0.23 | 3 | -5 | -16 | 3 | 6
CCCCCCCC(=O)NNC(=O)Cc1ccccc1
  -5 | -8 | 8 | -0.0081 | -16 | 1 | -23 | -10 | 3
COc1ccccc1N1CCN(CC(=O)c2c(C)n(C)c3ccccc23)CC1
  -4 | -10 | 3 | 0.019 | 0 | -7[fluorescence artefact?] | -22 | -2 | -7
